Assay outcomes: PubChem, National Center for Advancing Translational Sciences (NCATS)
KAT2A inh – qHTS Assay for Inhibitors of GCN5L2 | Histone acetyltransferase KAT2A (Homo sapiens), Q92830 | GCN5L2 HAT assay, ThioGlo1 CoA-SH fluorescence | Potency, µM (top dose mostly 58.9 µM), without a hit: at the top dose activity change, negative = inhibition, actives largely listed as inhibitors | actives 0.21% (n = 390,000) | AID 504327, 2011
Target sequence (Q92830 whole entry, looked up): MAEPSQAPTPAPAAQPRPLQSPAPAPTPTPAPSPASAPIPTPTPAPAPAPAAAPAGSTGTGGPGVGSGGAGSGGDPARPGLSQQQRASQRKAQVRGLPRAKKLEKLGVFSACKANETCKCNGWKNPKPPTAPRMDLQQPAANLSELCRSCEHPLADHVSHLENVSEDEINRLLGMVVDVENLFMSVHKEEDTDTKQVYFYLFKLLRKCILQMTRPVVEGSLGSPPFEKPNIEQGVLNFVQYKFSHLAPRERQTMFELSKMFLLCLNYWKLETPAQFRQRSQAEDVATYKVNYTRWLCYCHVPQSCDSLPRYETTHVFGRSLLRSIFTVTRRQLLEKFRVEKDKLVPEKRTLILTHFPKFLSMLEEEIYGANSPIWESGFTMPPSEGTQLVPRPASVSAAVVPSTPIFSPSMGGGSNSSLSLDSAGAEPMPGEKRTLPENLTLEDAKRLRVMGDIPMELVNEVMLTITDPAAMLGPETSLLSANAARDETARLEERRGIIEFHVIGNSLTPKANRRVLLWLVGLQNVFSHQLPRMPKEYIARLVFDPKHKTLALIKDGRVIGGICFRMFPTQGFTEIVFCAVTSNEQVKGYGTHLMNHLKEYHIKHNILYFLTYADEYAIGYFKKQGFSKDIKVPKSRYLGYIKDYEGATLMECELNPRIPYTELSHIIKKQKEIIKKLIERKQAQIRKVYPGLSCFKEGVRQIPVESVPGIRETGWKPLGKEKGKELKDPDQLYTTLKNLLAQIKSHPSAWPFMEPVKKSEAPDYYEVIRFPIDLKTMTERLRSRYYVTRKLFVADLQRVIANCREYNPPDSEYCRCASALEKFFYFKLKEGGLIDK
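qHTS, 1536-well. 20nM enzyme, pH 7.5 HEPES/EDTA/Tween-20 buffer; 15 min compound preinc., RT. Start: 75uM H3(1-25), 70uM AcCoA, 50uM ThioGlo1. Read Ex340/Em540 at t=0 (autofluorescence flag) and t=20 min.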
DT40 TDP1 no CPT – qHTS for Inhibitors of human tyrosyl-DNA phosphodiesterase 1 (TDP1): qHTS in cells in absence of CPT. AID 686978, 2013. Potency, µM (top dose mostly 46.2 µM), inactives show top-dose activity change, negative = growth inhibition, hits mostly inhibitors. DT40 Tdp1-/- hTDP1 cells, no CPT, ATP luminescence, 48 h. actives 15% (n = 420,000); further: nearly all actives have a fitted effect of over 55% in size
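A cellular qHTS used chicken DT40 cells lacking endogenous Tdp1 but carrying stably transfected human TDP1. Compounds were applied without camptothecin, and cell growth kinetics were judged by ATP-dependent luminescence after ≥48 hr.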
DT40 TDP1 CPT – qHTS for Inhibitors of human tyrosyl-DNA phosphodiesterase 1 (TDP1): qHTS in cells in presence of CPT; chicken DT40 Tdp1-/-;hTDP1 cells + 20 nM CPT, ATP luminescence, 48 h; Potency, µM (top dose mostly 46.2 µM), for the others: top-dose activity change, negative = growth inhibition, hits mostly inhibitors; actives 12% (n = 420,000); further: nearly all actives have a fitted effect of over 55% in size
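Chicken DT40 Tdp1-/- cells complemented with human TDP1, 400 cells/well, exposed to compounds plus 20 nM camptothecin for at least 48 h at 37 C; viability read as ATP content by CellTiter-Glo luminescence.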
* = called active by the depositor; ? = inconclusive; . = no result given; [ ] = remark or other dose. The call rests on the fitted dose curve; in most records, active means well fitted curve in the direction sought with a large enough effect; inconclusive means small, poorly fitted or top-dose-only effect, or another doubt; inactive means no such curve, though single readings can be large; an effect the other way counts as inactive or inconclusive. On the % scale 0 is the no-effect control and ±100 the full control effect; potency means the concentration at half of the fitted maximal effect.

no.	molecule	KAT2A inh	DT40 TDP1 no CPT	DT40 TDP1 CPT
1	COc1ccc(NC(=S)N(Cc2cccc(Br)c2)CC2CCC(C(=O)O)CC2)cc1 (stereo not given)	-2%	-15%	-25%
2	CC1=C(C(=O)N(C(C)C)C(C)C)CC(CC(=O)NC2CCCC2)C(=O)N1Cc1ccccc1 (stereo not given)	.	?	-15%
3	Cc1cccc(C(=O)NCCN2CCCC2)c1	-3%	-21%	-5%
4	CCOC(=O)CCNC(=O)Nc1ccc2nc(C)n(Cc3ccccc3Cl)c(=O)c2c1	-3%	-27%	-15%
5	OCCC1CN(Cc2ccc(F)cc2)CCN1CCCc1ccccc1 (stereo not given)	2%	-24%	?
6	CCOc1ccccc1N1CCN(C(=O)CNC(=O)c2sc3ccccc3c2Cl)CC1	-9%	23µM*	?
7	Cc1ccc(-n2nc(C)c3nc(CCC(=O)Nc4cccc(F)c4)c(=O)n(C)c32)cc1	0%	-6%	-14%
8	O=C(c1ccco1)N1CCN(C2CC(=O)N(c3ccc4c(c3)OCO4)C2=O)CC1 (stereo not given)	1%	-4%	-14%
9	NC(=Nc1c([N+](=O)[O-])cnc2ccccc12)N1CCOCC1	.	-9%	-20%
10	O=C(COC(=O)c1ccc(F)c(S(=O)(=O)N2CCOCC2)c1)NCc1ccccc1	-2%	8%	10%
11	O=C(CSc1nc(O)cc(=O)n1C1CCCC1)Nc1cccc(Cl)c1Cl	-2%	15%	?
12	Cc1cnc(C(=O)OCC(=O)Nc2ccc(Cl)cn2)cn1	-1%	9%	9%
13	COC(=O)N1C(=O)[C@](c2ccsc2)(C(C)C)N1C(=O)OC	3%	?	15µM*
14	CCOC(=O)c1c(Nc2cccc(C)c2)nnc(-c2ccccc2)c1-c1ccccc1	-13%	16µM*	?
15	CC(=O)Nc1ccc(NC(=O)CSc2nnc(NC(=O)c3ccccc3F)s2)cc1	.	-25%	-1%
16	CC(NC(=O)CCc1nnc(-c2ccc(-c3ccccc3)cc2)o1)c1nc2ccccc2[nH]1 (stereo not given)	2%	16µM*	18µM*
17	COC(=O)c1cc(S(=O)(=O)N(C)C2CCCCC2)oc1C	2%	-14%	14%
18	CCC(CC)C(=O)Nc1cc(-c2nc3cccnc3s2)ccc1C	-3%	-4%	3%
19	O=C(CCc1c[nH]c2ccccc12)N1CCN(c2ccc(O)cc2)CC1	-6%	7.3µM*	5.2µM*
20	CCOc1ccc(C(=O)NCC(=O)Nc2cc(C)ccn2)cc1OCC	-5%	24%	2%
21	O=C(O)CCn1ccc2cc(S(=O)(=O)N3CCCCC3)ccc21	0%	-24%	-4%
22	CNC(=O)N(O)C1N(NC(=O)Nc2cccc3ccccc23)C(=S)SC1(C)C (stereo not given)	7%	?	8%
23	C/C(CC(=O)Nc1ccccc1)=N\NC(=O)COc1ccc(C)cc1Br	-11%	4%	2%
24	O=[N+]([O-])c1ccc(-c2cnc3ccccc3n2)cc1	-27%	-6%	-9%
25	Clc1cccc(Cc2c(C3CCCCC3)nc3ccc(Cl)cn23)c1	.	?	?
26	CCOc1ccc(C2C(C#N)=C(N)Oc3cc(C)oc(=O)c32)cc1 (stereo not given)	-4%	-16%	-3%
27	N#Cc1ccc(Oc2ccc(S(=O)(=O)N3CCOCC3)cn2)cc1	0%	-13%	-20%
28	CCc1ccc(NC(=O)Nc2cc(C(=O)O)ccc2N2CC3CC(C2)c2cccc(=O)n2C3)cc1 (stereo not given)	-7%	22%	3%
29	CCn1cc([N+](=O)[O-])c(C(=O)N2CCCC2)n1	-9%	-7%	11%
30	Cn1cnc(S(=O)(=O)Nc2cc(C(F)(F)F)ccc2N2CCOCC2)c1	-4%	-11%	25%
31	O=C(CC1CC1)Nc1ccc2c(c1)[C@H]1C[C@H](CC(=O)N3CCc4ccccc4C3)O[C@@H](CO)[C@H]1O2	.	6%	-20%
32	COC(=O)c1c(C)[nH]c(C(=O)/C=C/c2ccccc2F)c1C	-2%	?	-21%
33	CN(Cc1cnn(C)c1)Cc1nc(Cc2ccccc2Cl)no1	?	-15%	4%
34	COc1ccccc1NCCC(=O)OCC(=O)Nc1ccc(Cl)cn1	-4%	4%	3%
35	COc1ccc(CCNC(=O)Cc2c(C)c3c(cc(C)c4c(C)c(C)oc43)oc2=O)cc1	-9%	3%	-4%
36	Cc1cccn2cc(-c3ccc(S(=O)(=O)N4CCCCC4)cc3)nc12	-2%	?	?
37	Cc1ccc(/C=C/S(=O)(=O)NCCC(=O)NCc2ccc(F)cc2)cc1	0%	?	-25%
38	COc1ccc(CC(=O)NCc2ccccc2)cc1	-4%	2.9µM*	2.6µM*
39	CCC(C)NC(=O)Cn1cnc2sc(C)c(S(=O)(=O)N3CCCCC3)c2c1=O (stereo not given)	-4%	-10%	-5%
40	CCN(CC)CC#CC(C)OCOCC#CCOC (stereo not given)	1%	-1%	-6%

Filtered by structure, the compounds so far containing an aryl thioether with sulfur outside any ring (2)
no.	molecule	KAT2A inh	DT40 TDP1 no CPT	DT40 TDP1 CPT
11	O=C(CSc1nc(O)cc(=O)n1C1CCCC1)Nc1cccc(Cl)c1Cl	-2%	15%	?
15	CC(=O)Nc1ccc(NC(=O)CSc2nnc(NC(=O)c3ccccc3F)s2)cc1	.	-25%	-1%

Following part:
no.	molecule	KAT2A inh	DT40 TDP1 no CPT	DT40 TDP1 CPT
41	Cc1cc(N2CCN(c3nc(-c4ccccc4)cs3)CC2)c2ccccc2n1	-5%	21µM*	23µM*
42	FC(F)Sc1ccc(NC(=S)NC2CCCC2)cc1	1%	16µM*	?
43	CC(=O)NCc1nc2ccccc2n1C(C)C	-2%	-11%	-5%
44	COc1ccc(NC(=S)N(CCc2ccncc2)C(C)C)cc1Cl	.	?	?
45	CN1CCN(S(=O)(=O)c2ccc(Sc3nnnn3-c3ccccc3)c([N+](=O)[O-])c2)CC1	2%	3.3µM*	2.9µM*
46	O=c1[nH]c(-c2ccncc2)nc2ccccc12	-5%	?	21µM*
47	N#CCCC1(CCC#N)c2ccccc2C(=O)c2ccccc21	.	-18%	-25%
48	CCOc1ccc(C(=O)NC(=S)N(Cc2ccccc2)Cc2ccccc2)cc1	-6%	?	21µM*
49	Cc1ccc(N(Cc2cc3ccccc3[nH]c2=O)C(=O)c2ccco2)c(C)c1	-1%	?	?
50	CC1Cc2cc(/C(O)=C3\C(=O)C(=O)N(Cc4ccncc4)C3c3ccccc3F)ccc2O1 (stereo not given)	-6%	18%	1%
51	CC(=O)c1ccc(NC(=O)CC23CC4CC(C2)CC(n2nnc(C)n2)(C4)C3)cc1	-8%	13µM*	?
52	Cc1ccc(N(CC(=O)Nc2cc(C)ccc2C)S(C)(=O)=O)cc1	2%	-10%	24%
53	COc1cccc(CC(=O)N2CCC(n3nccc3NC(=O)C3CCOC3)CC2)c1 (stereo not given)	0%	4%	10%
54	COc1ccc(CCNC(=O)CN2C(=O)NC3(CCc4ccccc43)C2=O)cc1 (stereo not given)	-2%	-26%	-1%
55	COc1ccc(C(=O)Nc2ccc(NC(=O)c3cccs3)cc2)cc1OC	4%	18µM*	?
56	N#Cc1ccccc1S(=O)(=O)N1CCN(C(=O)c2ccc(-n3cncn3)c([N+](=O)[O-])c2)CC1	-2%	?	?
57	COc1ccccc1CNS(=O)(=O)c1ccc(-n2cnnn2)c(OC)c1	0%	-13%	-3%
58	COC(=O)c1cc(NC(=O)CSc2nnc(N)s2)ccc1Cl	27%	7%	-21%
59	COCCn1c(SCC(=O)c2ccc3c(c2)OCCO3)nnc1-c1ccco1	-17%	-14%	-29%
60	C/C(=N\OC(=O)c1cccc(C(F)(F)F)c1)c1sc(-c2ccccc2)nc1C	-1%	-23%	-12%

Look-ups from above.
no. 60 – DT40 TDP1 CPT = -12%
no. 53 – DT40 TDP1 no CPT = 4%

The listing continues:
no.	molecule	KAT2A inh	DT40 TDP1 no CPT	DT40 TDP1 CPT
61	Cc1ccc(S(=O)(=O)NCC(=O)OCC(=O)NC(=O)NC2CCCC2)cc1	-5%	-3%	-16%
62	COC(=O)c1c(NC(=O)CCCOc2ccc(C(C)(C)C)cc2)sc2c1CCC(C)C2 (stereo not given)	15%	-4%	-7%
63	CC(C)(C)c1n[nH]c(=S)n(/N=C/c2cccs2)c1=O	0%	-24%	-5%
64	CC1=Nc2ccccc2/C1=C\c1nc(-c2ccc(F)cc2)oc1O	-6%[0.501 µM]	?	?
65	COc1ccc(NC(=O)CNC(=O)c2ccco2)cc1	1%	6%	4%
66	Cc1c(C(=O)N2CCOCC2)c(S(=O)(=O)Nc2cccc(F)c2)c(C)n1C	-11%	25%	-18%
67	CCn1nnc(NC(=O)c2ccc(C(C)(C)C)cc2)n1	-10%	-28%	-3%
68	CC1CCN(C(=O)C(=O)Nc2sc3c(c2C(N)=O)CC(C)(C)OC3)CC1	-6%	18%	-12%
69	CC(NC(=O)COC(=O)Cn1cc(C(F)(F)F)ccc1=O)c1ccccc1 (stereo not given)	0%	4%	?
70	Nc1nc(SCCO)[nH]c(=O)c1NC(=O)c1ccccc1F	-2%	-2%	6%
71	OC(c1ccccc1)c1nc(-c2ccc(Cl)cc2)cs1 (stereo not given)	.	?	?
72	Cc1ccc(C)c(C(=O)n2cnnc2N)c1	2%	2%	?
73	CCOC(=O)Cc1csc(NS(=O)(=O)c2ccc(OC)cc2)n1	7%	-14%	1%
74	CS(=O)(=O)N(CCc1ccccc1)CC(=O)Nc1ccc(Br)cc1F	?	?	-33%
75	CS(=O)(=O)N(CCc1ccccc1)CC(=O)NCc1ccncc1	-5%	5%	-6%
76	COc1ccc(OC)c(NC(=O)Nc2cccc(Cn3cccn3)c2)c1	-12%	?	-3%
77	C[N+]1(CC(=O)c2ccc(F)cc2)CCc2ccccc2C1 (stereo not given)	.	-21%	-11%
78	C/C(Cl)=C\Cn1c(=O)c2c(nc3n2CCS3)n(C)c1=O	-5%	-10%	2%
79	CCc1ccccc1NC(=O)c1ccccc1Sc1ccc([N+](=O)[O-])cc1Cl	-7%	?	?
80	O=C(CCCC(=O)N(CC(=O)NC1CCCC1)c1ccc(F)c(Cl)c1)Nc1ccccn1	-1%	2%	-6%
81	Cc1cc(C)c2c(N)c(C(=O)NCc3ccco3)sc2n1	-10%	?	0%
82	Cc1ccc(C)c(S(=O)(=O)Nc2ccc3scnc3c2)c1	?	18µM*	23µM*
83	O=C(c1ccncc1)N1N=C(C2CCCCC2)CC1(O)C(F)(F)F (stereo not given)	-4%	4.6µM*	2.9µM*
84	Cc1cc(OC(F)F)ccc1NC(=O)Nc1ccc2c(c1)OCO2	4%	26%	-4%
85	CCN(CC)S(=O)(=O)c1cccc(NC(=O)c2cccc(S(=O)(=O)N3CCCC3)c2)c1	-10%	16µM*	?
86	CCN(CC)CCNC(=O)C(=O)NCC(c1cccnc1)N1CCN(c2ccc(F)cc2)CC1 (stereo not given)	-8%	?	-8%
87	CSc1nsc(SCC(=O)N2CCc3ccccc32)n1	-18%	?	-21%
88	COc1nc2c(C)cccc2cc1-c1noc(-c2ccco2)n1	2%	0.15µM*	-43%
89	CCCCc1nc2n[nH]c(N)c2c2c1CSC(C)(C)C2	-1%	?	-9%
90	Cc1noc(C)c1Cn1nc(C(=O)O)c2ccccc2c1=O	-1%	-17%	-25%
91	O=C(Cn1ccc(C(F)(F)F)n1)NNC(=O)c1cccnc1	-1%	20%	23%
92	Cc1ccc(C(=O)N/N=C/c2ccc(-c3cccc(C(F)(F)F)c3)o2)cn1	?	2.6µM*	2.9µM*
93	Cc1sc2ncn(CC(=O)NCC(=O)N3CCN(c4ccc(F)cc4)CC3)c(=O)c2c1C	-5%	-30%	-16%
94	Brc1cc(-c2ccccc2)nc(-c2ccccc2)n1	.	-16%	5%

Some of the entries so far, field by field:
91: O=C(Cn1ccc(C(F)(F)F)n1)NNC(=O)c1cccnc1
  KAT2A inh: -1%; DT40 TDP1 no CPT: 20%; DT40 TDP1 CPT: 23%

92: Cc1ccc(C(=O)N/N=C/c2ccc(-c3cccc(C(F)(F)F)c3)o2)cn1
  KAT2A inh: ?; DT40 TDP1 no CPT: 2.6µM*; DT40 TDP1 CPT: 2.9µM*

93: Cc1sc2ncn(CC(=O)NCC(=O)N3CCN(c4ccc(F)cc4)CC3)c(=O)c2c1C
  KAT2A inh: -5%; DT40 TDP1 no CPT: -30%; DT40 TDP1 CPT: -16%

94: Brc1cc(-c2ccccc2)nc(-c2ccccc2)n1
  KAT2A inh: .; DT40 TDP1 no CPT: -16%; DT40 TDP1 CPT: 5%

Random draw from the library; 18% or so of the library scored in one or more.
